EPAC1 antagonist = EPAC1 (human) antagonism | EPAC1 GEF assay, Rap1b-BODIPY-GDP exchange fluorescence | Potency, µM (series often up to 115 µM), inactives show top-dose activity change, negative = inhibition, hits mostly inhibitors | actives 0.14% (n = 360,000) | AID 720709;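 note: potency is the fitted concentration of half-maximal effect; plate controls were vehicle for no effect and positive control for full effect; nearly all actives have a fitted effect of over 50% in size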
IL-2 act = activates IL-2 in a cell-based reporter assay; activation, % (series mostly up to about 46 µM); IL-2 activation reporter assay, cell-based qHTS; stimulated with anti-CD3/CD4/CD28 beads; in transgenic mouse T cells; AID 652025; actives 0.065% (n = 360,000); in the data active = activation above about 50%; inconclusive = mostly about 30% to 49%; note: 0% is about no effect
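Using fluorescent plate cytometry, EGFP and DsRed are detected in transgenic mouse T cells stimulated 18 h at 37 degrees C with antibody-coated beads after 60 min compound pretreatment.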
PI5P4Ka inh = PI5P4K alpha (human) kinase inhibition | actives 1.2% (n = 330,000) | PI5P4Kalpha enzyme, ADP-Glo luminescence, 60 min; hits give low values | P48426 | max response, %; active = max response of -50% or lower; inconclusive = between -30% and -50%; inactive = -30% or higher; note: value at the top dose of about 77 µM; % is set by controls: 0 for no effect and ±100 for the full control effect
Target sequence (P48426 whole entry, looked up): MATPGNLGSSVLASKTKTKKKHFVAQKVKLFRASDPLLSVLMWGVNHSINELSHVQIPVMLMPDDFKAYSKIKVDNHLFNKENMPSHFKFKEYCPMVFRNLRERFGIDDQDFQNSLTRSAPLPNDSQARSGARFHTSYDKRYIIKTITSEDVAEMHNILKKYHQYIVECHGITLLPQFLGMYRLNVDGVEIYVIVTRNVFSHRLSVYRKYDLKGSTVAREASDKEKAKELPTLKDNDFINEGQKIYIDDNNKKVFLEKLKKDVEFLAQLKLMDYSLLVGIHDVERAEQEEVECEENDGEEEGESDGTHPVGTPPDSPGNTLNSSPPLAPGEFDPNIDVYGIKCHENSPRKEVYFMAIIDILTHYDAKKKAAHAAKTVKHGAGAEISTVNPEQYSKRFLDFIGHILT
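Single end-point luminescence (ADP-Glo) quantified ADP from PI5P4Kalpha turnover; ATP 5 microM final, 1 h at RT, 0.1% CHAPS and 0.28 mM EGTA in HEPES pH 7.4.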
EPAC1 ag = agonists of human EPAC1; actives 0.073% (n = 360,000); O95398; EPAC1 agonist qHTS, biochemical assay; response scale: 100% = response to 6.5 mM cAMP; Potency, µM (titrated, usually from 154 µM), for inactives: top-dose activation, hits mostly activators; note: potency is the fitted concentration of half-maximal effect; nearly all actives have a fitted effect of over 60% in size
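Multi-concentration qHTS readout: loss of Rap1B-bound BODIPY-GDP fluorescence driven by 100 nM EPAC1 with excess GDP (50 uM), monitored kinetically at room temperature; agonist response expressed relative to 6.5 mM cAMP.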
Abeta yeast res = compounds reversing amyloid beta toxicity in yeast. yeast expressing A-beta42, growth rescue, OD600, 48 h; response scale: 0% DMSO, 100% iron-clioquinol control. Potency, µM (titrated, usually from 46.1 µM), without a hit: at the highest dose growth rescue, most hits filed as activators. actives 0.063% (n = 410,000); note: potency is the fitted concentration of half-maximal effect; nearly all actives have a fitted effect of over 55% in size
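Yeast A-beta toxicity model in growth medium with pinned compounds, 48 h at 30 C; growth read as absorbance at 600 nm. Normalized to FeCl3/clioquinol equimolar mix (positive) and DMSO (negative).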
FUS yeast rescue = suppressors of FUS proteinopathy in yeast; S. cerevisiae FUS-expressing, growth rescue, OD600, 24 h; actives 0.24% (n = 390,000); Potency, µM (doses to about 76.6 µM), inactives show at the highest dose growth rescue (activation), most hits filed as activators;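 note: potency is the fitted concentration of half-maximal effect; plate controls were DMSO vehicle for no effect and reference control for full effect; nearly all actives have a fitted effect of over 55% in size; some results filed as inactive show a strong effect at the top dose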
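Galactose (2%) drives FUS expression in yeast precultured in raffinose; seeding density OD 0.005. Test compounds incubated 24hr at 30C and 99% humidity before absorbance at 600 nm was measured.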
PLK1 PBD block = blocks phosphopeptide binding to human PLK1 polo-box domain; P53350; Plk1 PBD binding of FITC phosphopeptide, fluorescence polarization; Potency, µM, inactives show max response, negative = inhibition, hits mostly inhibitors; actives 2.8% (n = 360,000); AID 720504; note: potency is the fitted concentration of half-maximal effect; series mostly up to about 57 µM; % is set by controls: 0 for no effect and ±100 for the full control effect; nearly all actives have a fitted effect of over 65% in size
Target sequence (P53350 whole entry, looked up, the tested form may be a part): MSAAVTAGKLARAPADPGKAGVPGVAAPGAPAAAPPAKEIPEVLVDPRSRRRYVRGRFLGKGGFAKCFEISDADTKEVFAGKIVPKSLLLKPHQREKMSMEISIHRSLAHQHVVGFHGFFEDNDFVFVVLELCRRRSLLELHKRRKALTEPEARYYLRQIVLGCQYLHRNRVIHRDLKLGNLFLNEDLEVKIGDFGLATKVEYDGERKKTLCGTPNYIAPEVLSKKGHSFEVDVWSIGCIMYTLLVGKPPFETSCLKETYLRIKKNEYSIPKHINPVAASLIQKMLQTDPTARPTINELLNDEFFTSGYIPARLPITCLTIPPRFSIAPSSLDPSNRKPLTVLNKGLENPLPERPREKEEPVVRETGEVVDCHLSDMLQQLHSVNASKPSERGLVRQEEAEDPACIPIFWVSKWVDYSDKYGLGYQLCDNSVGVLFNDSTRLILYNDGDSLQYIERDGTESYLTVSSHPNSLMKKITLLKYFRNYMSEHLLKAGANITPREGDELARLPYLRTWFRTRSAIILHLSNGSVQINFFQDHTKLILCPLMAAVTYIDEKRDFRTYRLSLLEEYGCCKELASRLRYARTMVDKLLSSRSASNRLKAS
WRN inhibitor = blocks human WRN helicase; WRN helicase unwinding, fluorescent forked duplex, kinetic; Q14191; actives 0.46% (n = 360,000); Potency, µM (titrated, usually from 114 µM), for the others: at the top dose activity change, negative = inhibition, actives largely listed as inhibitors; note: potency is the fitted concentration of half-maximal effect; % is set by controls: 0 for no effect and ±100 for the full control effect; nearly all actives have a fitted effect of over 55% in size
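Fluorescence dequenching readout, ex 525 nm/em 598 nm, kinetic mode: forked duplex DNA (100 nM final) with adjacent fluorophore and quencher unwound by WRN (20 nM final) with 2 mM ATP. Compound preincubation 15 min, room temperature.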
* = called active by the depositor; ? = inconclusive; . = not tested or not shown; [ ] = dose if it differs, or a comment. Unless noted, calls come from the whole dose curve; as a rule, active = well fitted curve in the direction sought with a large enough effect; inconclusive = small, poorly fitted or top-dose-only effect, or another doubt; inactive = no such curve, though single readings can be large; an effect the other way counts as inactive or inconclusive. Random draw from the library. Share with any hit: about 4.1%.

SMILES	EPAC1 antagonist	IL-2 act	PI5P4Ka inh	EPAC1 ag	Abeta yeast res	FUS yeast rescue	PLK1 PBD block	WRN inhibitor
O=C(NCCN1CCC(n2c(=O)[nH]c3ccccc32)CC1)c1ccc(F)cc1Cl	10%	0.1	-2	2%	-16%	-4%	-9%	-1%
O=C(Nc1ccccc1Cl)O/N=C/c1ccncc1	-2%	-0.2	.	14%	7%	-2%	-11%	-2%
COC(=O)c1ccc2c(c1)S(=O)(=O)NC2C (stereo not drawn)	1%	4.6	4	11%	-11%	-22%	-7%	2%
CC[C@]12C(=O)N(C)C[C@H]([C@@H]3C(=O)N(Cc4ccccc4)C(=O)[C@@H]31)N2C(=O)c1ccc(C(C)(C)C)cc1	-11%	-0.4	-6	3%	5%	?	-11%	8%
CC1ON=C(c2ccccn2)N(Cc2ccc3c(c2)OCO3)C1=O (stereo not drawn)	-2%	0.0	-1	1%	-14%	5%	4%	9%[57.1 µM]
C=C(C)Cn1c(SCC(=O)N/N=C/c2ccccc2OCC(=O)O)nnc1-c1ccc(Br)cc1	-22%	-0.4	-16	1%	-1%	-6%	-15%	0%
Cc1nnc(SCC(=O)NC(C)(C)C)n1NCc1cccc(Br)c1	-17%	-3.7	0	-1%	-8%	10%	-8%	2%
CCOc1cc2[nH]c(=S)n(Cc3ccc(C(=O)NCCCN4CCOCC4)cc3)c(=O)c2cc1OCC	3%	-3.6	0	-4%	-15%	-2%	0%	-5%
O=C(c1ccc(NS(=O)(=O)c2ccc(Cl)cc2)cc1)N1CCOCC1	7%	-3.0	-3	0%	-7%	-8%	0%	-3%
Cc1ccc(S(=O)(=O)N(Cc2ccc(Cl)cc2)c2ccccc2C(=O)NCc2ccco2)cc1	9%	-0.7	-6	19%	25%	25%	-9%	-9%
O=[N+]([O-])c1ccc(/C=N/n2c(C3CCCCC3)n[nH]c2=S)cc1	-14%	-1.5	5	0%	3%	?	?	-2%
CCN(CC)C(=O)COC(=O)C1=NN(c2cc(C)ccc2C)C(=O)CC1	-21%	-1.5	6	10%	-11%	-17%	-9%	-4%
CC(=O)NCCOc1c(C)cc(S(N)(=O)=O)cc1C	-1%	0.1	5	-2%	-6%	12%	-6%	-15%
COc1ccccc1N1CCN(Cc2nc(N)nc(Nc3ccccc3)n2)CC1	0%	-0.5	.	3%	9%	22%	-1%	3%
CC(C)CN(/C=N/c1sc2c(c1C#N)CCCCC2)CC(C)C	0%	-2.6	3	6%	8%	-3%	-9%	-4%
c1ccc(-c2nc(-c3ccco3)cs2)nc1	-14%	-3.4	.	9%	-13%	?	?	?
CCOC(=O)c1sc(NC(=O)C(CC)OC(=O)c2ccco2)nc1C (stereo not drawn)	12%	-1.2	1	-3%	-15%	35%	-13%	-9%
O=C(COc1ccc(Cl)cc1)OCc1ccc(Cl)cc1	0%	-0.1	19	-5%	-18%	1%	1%	-5%
COc1ccc(/C=N/NC(=O)CCn2cnc3ccccc32)cc1	14%	8.1	-7	3%	2%	-7%	6%	2%
COc1ccc(NC2CCCN(C(=O)COc3ccc(Cl)cc3C)C2)cc1OC (stereo not drawn)	-26%	4.6	-5	?	-3%	27%	-14%	-18%
CC1CCCCN1S(=O)(=O)c1ccc(-n2cnnn2)cc1 (stereo not drawn)	-11%	0.6	0	-3%	-20%	-33%	1%	-6%[57.1 µM]
CCCCNC(=O)c1ccc(Cn2c(=S)[nH]c3c([nH]c4ccc(OC)cc43)c2=O)cc1	4%	-0.2	-20	0%	12%	-4%	-4%	-30%
NC(=O)c1ccc(NC(=O)COC(=O)c2cccc(Oc3ccccc3)c2)cc1	-6%	4.4	2	-13%	10%	6%	-10%	1%
Cc1cc(C)c2c(c1)c1nnc(SCCN3CCCCC3)nc1n2C	-7%	0.0	-4	3%	0%	29%	-24%	8%
CCN(CC)S(=O)(=O)c1ccc(F)c(C(=O)NCCCN2CCOCC2)c1	-3%	-1.5	.	5%	2%	-5%	-6%	-1%
Cc1ccccc1-c1cccc([C@@H]2C[C@H]3[C@H](CON3C)CN2Cc2ccccc2)c1	1%	-0.5	28	-17%	-21%	24%	-2%	-8%
Cc1nnc(SCC(=O)Nc2cc(S(=O)(=O)N3CCCC3)ccc2Cl)s1	-5%	0.2	-12	-4%	8%	5%	5%	0%
Cc1nnc(SCC(=O)Nc2cc(C(F)(F)F)ccc2Cl)n1C	12%	0.9	2	9%	2%	22%	2%	2%
COc1ccc(C)cc1NC(=O)c1ccc(NC(=O)CC2SC(N3CCCC3)=NC2=O)cc1 (stereo not drawn)	7%	-3.0	1	-10%	-1%	26%	-1%	8%
COc1ccccc1CC(=O)Nc1ccc(-c2noc(COc3ccc(Br)cc3)n2)cc1	-1%	-2.6	-4	-3%	-6%	20%	-1%	8%
Cc1ccccc1C(=O)Nc1nnc(-c2ccc(C(C)(C)C)cc2)s1	-1%	0.4	6	3%	14%	.	-3%	-13%
COc1cccc(S(=O)(=O)NCc2ccc(C(=O)N3CCN(Cc4ccccc4)CC3)cc2)c1	?	1.5	10	10%	9%	16%	-10%	-10%
Cc1ccc(S(=O)(=O)CCN2C=CC(C(F)(F)F)=NCC2)cc1	10%	-2.3	-4	1%	9%	-5%	-9%	6%
O=C(Cn1nc2ccccc2n1)N/N=C/c1ccc(F)cc1	-25%	0.9	-3	2%	-9%	5%	-4%	-11%
CC(NS(=O)(=O)c1ccc2[nH]c(=O)[nH]c2c1)c1ccc(F)cc1 (stereo not drawn)	-1%	-3.4	-1	-13%	-9%	-1%	3%	4%
COc1ccc2cc(CN(Cc3ccco3)Cc3nnnn3C3CCCCC3)c(=O)[nH]c2c1	-2%	-3.1	.	-2%	10%	?	-1%	-11%
COc1ccc(NC(=O)c2cc(-c3ccccc3)nc3c2cnn3C(C)C)cc1	3%	1.0	0	-9%	0%	-12%	-1%	11%
O=C(NN1C(=O)c2cc(Br)ccc2NC1c1cc(Br)cc(Br)c1O)c1ccncc1 (stereo not drawn)	-27%	1.6	?	-9%	-23%	5%	-14%	?
Cc1ccc2c(c1C)NC(=O)CC(c1ccccc1O)=N2	-2%	20	7	4%	12%	3%	-4%	-26%
COc1ccc(CNC(=O)CN(C(=O)c2csnn2)c2ccc(C(C)=O)cc2)cc1	7%	0.5	1	1%	-2%	24%	-18%	-8%

In the list so far, four contain bromine:
SMILES	EPAC1 antagonist	IL-2 act	PI5P4Ka inh	EPAC1 ag	Abeta yeast res	FUS yeast rescue	PLK1 PBD block	WRN inhibitor
C=C(C)Cn1c(SCC(=O)N/N=C/c2ccccc2OCC(=O)O)nnc1-c1ccc(Br)cc1	-22%	-0.4	-16	1%	-1%	-6%	-15%	0%
Cc1nnc(SCC(=O)NC(C)(C)C)n1NCc1cccc(Br)c1	-17%	-3.7	0	-1%	-8%	10%	-8%	2%
COc1ccccc1CC(=O)Nc1ccc(-c2noc(COc3ccc(Br)cc3)n2)cc1	-1%	-2.6	-4	-3%	-6%	20%	-1%	8%
O=C(NN1C(=O)c2cc(Br)ccc2NC1c1cc(Br)cc(Br)c1O)c1ccncc1 (stereo not drawn)	-27%	1.6	?	-9%	-23%	5%	-14%	?

Further results
SMILES	EPAC1 antagonist	IL-2 act	PI5P4Ka inh	EPAC1 ag	Abeta yeast res	FUS yeast rescue	PLK1 PBD block	WRN inhibitor
O=C(/C=C/c1ccc(OC2CSC2)cc1)c1ccccc1	0%	-1.3	?	17%	-16%	15%	27µM*	-15%
O=C(CSc1nc2ccsc2c(=O)n1-c1ccccc1)N1CCCC1	-18%	-0.6	.	4%	-10%	27%	-4%	2%
Cc1ccc2c(c1Br)/C(=N/N1C(=O)c3ccccc3C1=O)C(=O)N2	-3%	-2.2	-8	-1%	-8%	.	-19%	-40%
CCC(CO)Oc1cc(NCc2ccccc2)c2ncn(C(C)C)c2c1 (stereo not drawn)	3%	-1.9	-1	-10%	-14%	14%	-2%	1%[11.6 µM]
O=C(CSc1nnc2c(Cl)cc(Cl)cn12)N1CCN(S(=O)(=O)c2ccccc2)CC1	8%	0.1	.	-2%	14%	18%	-2%	10%
CN(C)c1ccc(/C=N/NC(=O)c2ccccc2Cl)cc1	-27%	-0.5	-4	4%	-17%	-1%	-4%	-12%
CCOC(=O)c1c(Cc2cccc(Cl)c2)c[nH]c1C	-27%	-1.7	20	8%	20%	4%	-6%	-9%
CCCCNC(=O)CC(=O)Nc1ccccc1C(=O)O	5%	-1.3	1	7%	11%	-5%	2%	4%
O=C(NCCN1CCC(n2c(=O)[nH]c3ccccc32)CC1)c1ccc(C(F)(F)F)cc1C(F)(F)F	?	-0.8	-3	-9%	-7%	1%	-5%	-4%
CCOC(=O)Cn1c(=O)n(Cc2ccco2)c(=O)c2ccc(C(=O)NC3CCCC3)cc21	-29%	-3.9	4	-2%	1%	-22%	-6%	7%
CN(CC(=O)Nc1ccccc1C(F)(F)F)C(=O)COc1cccnc1[N+](=O)[O-]	-15%	-0.1	-6	4%	-2%	-14%	5%	-3%
CCOc1ccc(-c2csc(C3COc4ccccc4O3)n2)cc1 (stereo not drawn)	-2%	-1.9	.	7%	-2%	6%	-6%	13%
CCc1nnc(NC(=O)c2cc(S(=O)(=O)N3CCOCC3)ccc2N2CCCCC2)s1	7%	-2.9	-6	14%	-17%	54%	-16%	1%
CC#CCC(CC#CC)c1nc2ccccc2c(=O)n1N	-4%	1.6	-1	11%	-15%	14%	-7%	-2%
COc1ccc2ccccc2c1/C=N/NC(=O)c1nnn(-c2nonc2N)c1C(C)C	-10%	-4.0	-8	0%	-10%	8%	-6%	-12%
CCOC(=O)CN[C@H]1CCC2C3CC=C4C[C@@H](O)CC[C@]4(C)C3CC[C@@]21C (stereo partly drawn)	2%	-0.3	-3	-7%	8%	.	0%	3%
COc1ccc(-c2n[nH]c(=S)o2)c(OC)c1	0%	1.8	-86*	1%	12%	5%	0%	-11%
Cc1c(C(=O)Nc2nccs2)oc2ccc(F)cc12	0%	0.6	-2	-4%	16%	-3%	3%	-2%
CCOc1ccc(CCN2C(=O)C(=O)N([C@@H](CC(C)C)CN3CCC[C@H]3CN3C(=O)C(=O)NC[C@@H]3Cc3ccc(O)cc3)C[C@@H]2Cc2ccccc2)cc1	-1%	1.1	-3	-22%	-2%	17%	1%	-6%
Cc1ccc(-c2nn[nH]n2)o1	10%	-2.2	.	-1%	16%	13%	-4%	5%
CCCCC[C@H](C)N1C[C@@H](COCc2ccccc2)Oc2cc(N3CC[C@@H](O)C3)ccc2S1(=O)=O	-29%	-0.4	26	-27%	2%	?	-6%	-15%

Screening data from PubChem BioAssay.
